# Source: PubChem
# CDK5 p35 inh: inhibitors of human CDK5/p35 kinase. Recombinant CDK5/p35, ADP-Glo luminescence, 60 min. inhibition, % at 10 µM. actives 0.01% (n = 330,000). AID 488839;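 active = highest replicate inhibition of at least 50% and at least 75% of replicates reaching 50%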;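 also: plate controls were DMSO neutral control for no effect and GW8510 at 10 µM for full effect; many of its hits are not listed in these tables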
# dFosB act: enhances mouse delta FosB homodimer DNA binding | P13346 | activation, % at 25 µM | AID 493131 | actives 0.99% (n = 340,000) | purified delta FosB, TAMRA-CDK5 oligo fluorescence polarization; percent of positive-control signal above neutral wells;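 active = mean activation above about 17%, with every replicate also reaching it, limit read from the data, passing the limit was not always enough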;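 also: fluorescence polarization rise as delta FosB binds a TAMRA Cdk5 AP-1 oligo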
# Target sequence (P13346 whole entry, looked up): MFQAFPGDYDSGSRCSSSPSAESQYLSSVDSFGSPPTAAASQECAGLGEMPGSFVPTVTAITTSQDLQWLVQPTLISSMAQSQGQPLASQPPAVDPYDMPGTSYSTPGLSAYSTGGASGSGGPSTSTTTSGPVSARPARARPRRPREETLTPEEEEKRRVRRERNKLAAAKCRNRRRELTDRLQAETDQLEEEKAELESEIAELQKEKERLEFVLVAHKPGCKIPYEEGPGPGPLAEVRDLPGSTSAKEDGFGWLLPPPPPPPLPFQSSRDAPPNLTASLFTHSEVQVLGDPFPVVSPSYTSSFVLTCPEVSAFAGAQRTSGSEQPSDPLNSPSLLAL
# Pemphigus Ab inh: inhibitors of pemphigus antibody binding to human desmoglein-3; P32926; DSG3-coupled beads, scFv-anti-DSG3-GFP binding, flow cytometry; active compounds read low; binding (percent of control), % at 10 µM; actives 0.48% (n = 310,000); AID 588358;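 active = binding more than 3 SD below its plate's average and above zero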;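 also: hits lower antibody fragment binding to DSG3; some compounds called inactive have numbers as strong as hits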
# NSD2 HMT inh: blocks human histone methyltransferase NSD2; O96028; NSD2 peptide methylation, AlphaScreen, 120 min; inhibition, % at 12.5 µM; actives 0.54% (n = 310,000); AID 743445; in the data active = inhibition above about 50%
# PKA-R1A activ: activates the PKA-R1A holoenzyme complex. actives 0.083% (n = 340,000). activation, % at 11.4 µM. AID 504707. PKA-R1A dissociation, Cy5-IP20 fluorescence polarization; scaled: DMSO 0%, 113 µM cGMP 100%;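 active = percent activation above the mean of all tested compounds plus 3 SD, cut at about 19% in these data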;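 also: higher means more PKAc released from R1A so a rise in polarization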
# SR-BI DiI inh: inhibitors of mouse SR-BI mediated HDL lipid uptake; Q61009; ldlA[mSR-BI] CHO cells, DiI-HDL uptake fluorescence, 3 h; inhibition, % at 12.5 µM; actives 0.96% (n = 320,000); AID 488896;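 active = mean replicate inhibition of at least 70% and a set share of replicates each scoring 70 or more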;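 also: 0% = median of neutral control wells and 100% = median of positive control wells; values of inactives mirror those of a sister screen read the other way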
# PKA-R2B act: PKA-R2B complex activation. P22694+P31323. PKA-R2B holoenzyme dissociation, Cy5-IP20 fluorescence polarization; R2B truncated from residue 108, S112A mutant; 0% DMSO only, 100% 113 µM cGMP. activation, % at 11.4 µM. actives 0.079% (n = 340,000). AID 504700;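 active = activation above a cutoff set at the mean over all compounds plus 3 SD, cut at about 18% in these data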;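 also: higher means more holoenzyme dissociation and a rise in polarization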
# Target sequence (P31323 whole entry, looked up, other chains not shown, the tested form may be a part): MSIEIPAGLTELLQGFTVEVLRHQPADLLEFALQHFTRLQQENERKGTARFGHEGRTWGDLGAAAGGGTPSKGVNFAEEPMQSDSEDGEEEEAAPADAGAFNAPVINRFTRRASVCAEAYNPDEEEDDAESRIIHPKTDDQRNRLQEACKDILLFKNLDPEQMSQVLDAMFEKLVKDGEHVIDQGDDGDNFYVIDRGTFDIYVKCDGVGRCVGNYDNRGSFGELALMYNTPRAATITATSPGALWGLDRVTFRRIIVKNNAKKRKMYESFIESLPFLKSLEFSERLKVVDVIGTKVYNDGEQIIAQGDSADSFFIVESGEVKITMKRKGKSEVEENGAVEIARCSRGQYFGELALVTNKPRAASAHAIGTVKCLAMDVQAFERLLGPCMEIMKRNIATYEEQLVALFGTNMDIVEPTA
# MITF act: activators of MITF-driven TRPM1 promoter activity in SK-MEL-5 cells. SK-MEL-5 TRPM1-promoter luciferase, 24 h; % of positive control, neutral wells = 0. activation, % at 12.5 µM. actives 0.75% (n = 300,000). AID 588334;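 active = mean activation of at least 80% with every replicate also reaching 80%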;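 also: 0% = neutral control wells and 100% = parthenolide positive control wells; values of inactives mirror those of a sister screen read the other way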
# SR-BI uptake up: SR-BI HDL lipid transfer activation | CHO ldlA[mSR-BI] cells, DiI-HDL uptake fluorescence, 3 h; 100 = double the neutral-control signal | activation, % at 12.5 µM | actives 0.096% (n = 320,000);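 active = mean replicate activation of at least 60% and every replicate at or above 60%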;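 also: 0% = median plate neutral-control signal and 100% = twice that signal; values of inactives mirror those of a sister screen read the other way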
#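 Assay system: LDL receptor-deficient CHO ldlA cells overexpressing murine SR-BI / Medium: BSA-supplemented, HEPES-buffered Ham's F12, pH 7.4 / Probe or stimulus: DiI-labelled HDL at 10 µg/mL final / Timing: compound with DiI-HDL co-incubation, 3 h at 37 °C / Technique: bottom-read cell fluorescence after medium removal, ex 550/em 595 nm / Measure: HDL uptake via cellular fluorescence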
# Arr AP2 block: blocks beta-arrestin peptide binding to AP2 adaptin | FITC-arrestin peptide / GST-AP2 beads, flow cytometry; AP2 beta2 appendage carries R879A mutation | inhibition, % at 10 µM | actives 0.31% (n = 340,000) | AID 504490;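 active = inhibition above a set limit, near 3 SD of compounds lacking own fluorescence, cut at about 54% in these data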;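 also: plate controls were DMSO wells for no effect and 5 µM unlabelled arrestin peptide for full effect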
#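 System: GST-AP2 R879A bound to glutathione beads, E. coli-expressed. Also added: 50 nM FITC-arrestin peptide. Schedule: compound with beads 12 min RT, then probe 1 h RT. Signal: bead flow cytometry, FITC channel. Read-out basis: percent response.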
# SUMO Mot1 rescue: inhibitors of SUMOylation pathway: yeast Mot1-301 growth rescue; actives 1% (n = 320,000); AID 2716; growth rescue, % at 18.8 µM; S. cerevisiae Mot1-301 growth rescue, ATP luminescence, 38.5C; percent above DMSO median, 100 means doubled;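 active = every valid replicate shows activation above 250% relative to neutral control wells; inactive = the rest, any valid replicate at or below 250%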;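 also: OY570 slx delta 5 strain wells were the positive control but not used for scaling; some compounds called inactive have numbers as strong as hits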
# * hit, by the source's call; · = not tested or not shown.
SMILES,CDK5 p35 inh,dFosB act,Pemphigus Ab inh,NSD2 HMT inh,PKA-R1A activ,SR-BI DiI inh,PKA-R2B act,MITF act,SR-BI uptake up,Arr AP2 block,SUMO Mot1 rescue
CC(C)C(=O)N1CCC2(CC1)Oc1ccc(Cl)cc1C(=O)C21CC(c2ccc(Cl)cc2)=NO1 (stereo not drawn),0.3,-1,105,·,6,31,-10,1,-31,3,-26
Cc1cccc(-n2c(Cc3cc(=O)[nH]c(=O)[nH]3)nnc2SCC(=O)N2CCCCC2)c1,0.8,4,104,·,0,-2,3,-1,2,-6,-11
CC(=C/c1ccco1)/C=N/NC(=O)Cc1cccn1C,0.3,-9,100,1,-6,39,5,20,-39,6,3
Cc1ccc([C@H]2C(C(=O)O)=CC[C@@H](c3ccc(Cl)c(Cl)c3)N2S(=O)(=O)c2ccc(C)cc2)cc1,-0.7,-15,98,·,1,·,-3,-2,·,-5,·
Cc1ccc(N2CCN(C(=O)c3ccccc3NC(=O)c3ccccc3C(=O)O)CC2)cc1,-1.1,-4,·,1,-7,-2,-11,-4,2,4,-7
Cn1c([N+](=O)[O-])cnc1N1CCN(c2nncs2)C1=O,1.3,-2,98,0,1,13,8,-12,-13,2,-1
CC1C[C@@]2(NC(=O)NC2=O)C(C)CN1C (stereo partly drawn),3.9,0,103,-2,7,5,0,-1,-5,2,96
CC1=CCC(C(=O)O)C(C(=O)NC2CCCCC2)C1 (stereo not drawn),1.3,-10,112,5,4,-9,2,-2,9,-1,-3
CCOc1ccc(CCNC(=O)c2cc(C)nc3ccccc23)cc1OCC,1.6,-7,114,0,-4,30,-6,-1,-30,-8,-13
O=[N+]([O-])c1cccc(NC2=NCCC2)c1,0.5,1,97,-1,-12,-14,6,-2,14,-2,6
CCOC(=O)N1CCC(NC(=O)C2CCN(C(=O)N3CC(C)Oc4ccc(C)cc43)CC2)CC1 (stereo not drawn),0.0,-4,·,2,4,17,-4,·,-17,28,-23
C/C(=N\NC(=O)c1cccc(S(=O)(=O)N2CCOCC2)c1)c1ccc(C)cc1,1.2,-8,98,-2,11,6,3,18,-6,-1,-2
CC(=O)OC1CCC(OC(C)=O)c2c1n([O-])c(C)c(C)[n+]2=O (stereo not drawn),-0.1,1,112,-4,-5,-1,4,3,1,-10,-1
CC(C#N)(Nc1ccc(Cl)cc1)c1cccnc1 (stereo not drawn),-0.6,0,118,-5,1,-16,5,-3,16,27,306*
CCc1cccc(C)c1NC(=S)NCc1cccn1C,0.6,-7,105,3,-6,35,6,-4,-35,·,2
C[C@@H](C(=O)N[C@@H](Cc1c[nH]c2ccccc12)C(=O)O)n1nnc2ccccc2c1=O,-5.3,6,103,0,5,-10,0,5,10,-5,-6
NC(=O)CN1CCN(C2CC(=O)N(CCc3ccccc3)C2=O)CC1 (stereo not drawn),-2.3,-5,105,0,-6,-6,2,-10,6,5,2
CCN1CCN(C(=O)c2cc3c(s2)-c2ccccc2S(=O)(=O)C3)CC1,-0.4,-3,95,·,-3,-9,-2,·,9,22,-7
COCCN1CC(C(=O)NCCc2nc(C)c(C)s2)CCC1=O (stereo not drawn),0.9,-5,99,1,-10,-17,-3,2,17,-3,25
Cc1csc(SCCn2c(Br)nc3c2c(=O)[nH]c(=O)n3C)n1,-1.6,-5,101,1,2,-20,-2,6,20,22,-15

# Complete entries, looked up by structure. Values in the order: CDK5 p35 inh | dFosB act | Pemphigus Ab inh | NSD2 HMT inh | PKA-R1A activ | SR-BI DiI inh | PKA-R2B act | MITF act | SR-BI uptake up | Arr AP2 block | SUMO Mot1 rescue
# Record of CC1C[C@@]2(NC(=O)NC2=O)C(C)CN1C (stereo partly drawn) = 3.9 | 0 | 103 | -2 | 7 | 5 | 0 | -1 | -5 | 2 | 96
# Record of Cn1c([N+](=O)[O-])cnc1N1CCN(c2nncs2)C1=O = 1.3 | -2 | 98 | 0 | 1 | 13 | 8 | -12 | -13 | 2 | -1
# Record of Cc1ccc(N2CCN(C(=O)c3ccccc3NC(=O)c3ccccc3C(=O)O)CC2)cc1 = -1.1 | -4 | · | 1 | -7 | -2 | -11 | -4 | 2 | 4 | -7
# Record of Cc1csc(SCCn2c(Br)nc3c2c(=O)[nH]c(=O)n3C)n1 = -1.6 | -5 | 101 | 1 | 2 | -20 | -2 | 6 | 20 | 22 | -15

# Part of the list above in order of count of non-hydrogen atoms, highest first.
SMILES,CDK5 p35 inh,dFosB act,Pemphigus Ab inh,NSD2 HMT inh,PKA-R1A activ,SR-BI DiI inh,PKA-R2B act,MITF act,SR-BI uptake up,Arr AP2 block,SUMO Mot1 rescue
CCOc1ccc(CCNC(=O)c2cc(C)nc3ccccc23)cc1OCC,1.6,-7,114,0,-4,30,-6,-1,-30,-8,-13
Cc1csc(SCCn2c(Br)nc3c2c(=O)[nH]c(=O)n3C)n1,-1.6,-5,101,1,2,-20,-2,6,20,22,-15
CC(C#N)(Nc1ccc(Cl)cc1)c1cccnc1 (stereo not drawn),-0.6,0,118,-5,1,-16,5,-3,16,27,306*

# The listing picks up; the 4 compounds before the break are reprinted first.
SMILES,CDK5 p35 inh,dFosB act,Pemphigus Ab inh,NSD2 HMT inh,PKA-R1A activ,SR-BI DiI inh,PKA-R2B act,MITF act,SR-BI uptake up,Arr AP2 block,SUMO Mot1 rescue
NC(=O)CN1CCN(C2CC(=O)N(CCc3ccccc3)C2=O)CC1 (stereo not drawn),-2.3,-5,105,0,-6,-6,2,-10,6,5,2
CCN1CCN(C(=O)c2cc3c(s2)-c2ccccc2S(=O)(=O)C3)CC1,-0.4,-3,95,·,-3,-9,-2,·,9,22,-7
COCCN1CC(C(=O)NCCc2nc(C)c(C)s2)CCC1=O (stereo not drawn),0.9,-5,99,1,-10,-17,-3,2,17,-3,25
Cc1csc(SCCn2c(Br)nc3c2c(=O)[nH]c(=O)n3C)n1,-1.6,-5,101,1,2,-20,-2,6,20,22,-15
Cc1ncc(CN2CCN(Cc3ccc(F)cc3)C(CCO)C2)s1 (stereo not drawn),1.5,1,100,-3,4,-7,3,19,7,32,-3
COCCOC(=O)c1c(C)oc2ccc(OC(=O)c3c(OC)cccc3OC)cc12,0.9,-11,·,-4,2,29,-4,·,-29,3,-7
CCN1C(=S)SC(=O)C1=C1C=C(C)OC(C)=C1,2.1,-7,103,5,-14,19,-8,91*,-19,-4,11
CC(=O)NCc1ccc(-c2csc(-c3cccs3)n2)cc1,-2.0,-5,113,-3,0,31,11,55,-31,-7,8
CC(C)c1ccc(NC2CCCN(C(=O)CCN3CCCO3)C2)cc1 (stereo not drawn),1.2,-3,112,3,9,-6,6,-5,·,7,-1
CCC(C)(C)NC(=O)C(c1ccc(F)cc1)N(Cc1ccc(OC)cc1)C(=O)c1cnccn1 (stereo not drawn),0.9,-10,108,3,·,-31,·,10,31,12,-6
CCOc1ccc(OCC)c(NS(=O)(=O)c2ccc3c(c2)CCN3C(=O)C2CCC2)c1,0.5,3,95,30,-9,36,0,-6,-36,-47,-3
Cc1ccc(C)c(Nc2cc(C)nc3ccccc23)c1,4.9,-1,110,0,1,0,-4,·,0,36,-5
N#CC1=C(N)N(c2ccc(F)cc2)C2=C(C1c1ccc(O)cc1)S(=O)(=O)CC2 (stereo not drawn),0.3,-23,105,20,11,0,6,0,0,22,·
CN(C(=O)CSc1ncnc2sc(-c3ccccc3)cc12)C1CCS(=O)(=O)C1 (stereo not drawn),2.2,-34,104,4,3,68,-6,8,-68,0,15
COc1cccc(NC(=O)c2cccc(N3C(=O)C4CCC(C)CC4C3=O)c2)c1 (stereo not drawn),-2.2,5,·,6,-2,·,3,-5,·,-15,-1
Cc1c(NC(=O)Nc2cc(Cl)ccc2Cl)c(=O)n(-c2ccccc2)n1C,-0.4,-3,·,0,-3,-6,1,25,6,-9,-13
CC1CC(C)(C)NC(=S)N1CC(=O)N1CCN(Cc2ccccc2)CC1 (stereo not drawn),0.2,-1,99,-2,1,13,-8,17,-13,-3,11
CSCCC(NS(=O)(=O)c1ccc(Br)cc1)C(=O)OCC(=O)NC1CC1 (stereo not drawn),-1.5,-1,·,·,4,-11,-4,-8,11,-14,-20
COc1ccc(C(=O)/C=C/Nc2ccc(S(N)(=O)=O)cc2)cc1OC,-6.5,3,71*,-2,-5,0,-6,7,0,-19,17
CC(C)CCNc1nc2c(c(=O)n(Cc3cccc(F)c3)c(=O)n2C)n1C,-0.7,-17,·,1,4,11,-14,-13,-11,-9,-21
CCOc1ccc(C2=Nn3c(nnc3-c3ccccc3)SC2)cc1Cl,-0.2,11,97,-7,2,-5,2,-5,5,-14,27
CCC(C)N(C(=O)COC(=O)c1nc(Cl)ccc1Cl)C1CCS(=O)(=O)C1 (stereo not drawn),-6.3,-3,105,19,-5,-27,-11,2,27,1,11
CC(=O)c1ccc(S(=O)c2ccccc2)cc1 (stereo not drawn),-0.2,-1,100,0,4,-8,3,·,8,4,-18

# SUMO Mot1 rescue: hit marks shown above
SMILES,CDK5 p35 inh,dFosB act,Pemphigus Ab inh,NSD2 HMT inh,PKA-R1A activ,SR-BI DiI inh,PKA-R2B act,MITF act,SR-BI uptake up,Arr AP2 block,SUMO Mot1 rescue
CC(C#N)(Nc1ccc(Cl)cc1)c1cccnc1 (stereo not drawn),-0.6,0,118,-5,1,-16,5,-3,16,27,306*
